From PubChem
GLS inhibitor = inhibitors of human glutaminase (GLS). O94925. GLS enzymatic activity, qHTS titration. Potency, µM (highest dose often 45.5 µM), for inactives: at the top dose activity change, negative = inhibition, most hits filed as inhibitors. 0.21% of 410,000 active. AID 624170; note: potency is the fitted concentration of half-maximal effect; % is set by controls: 0 for no effect and ±100 for the full control effect
Target sequence (O94925 whole entry, looked up): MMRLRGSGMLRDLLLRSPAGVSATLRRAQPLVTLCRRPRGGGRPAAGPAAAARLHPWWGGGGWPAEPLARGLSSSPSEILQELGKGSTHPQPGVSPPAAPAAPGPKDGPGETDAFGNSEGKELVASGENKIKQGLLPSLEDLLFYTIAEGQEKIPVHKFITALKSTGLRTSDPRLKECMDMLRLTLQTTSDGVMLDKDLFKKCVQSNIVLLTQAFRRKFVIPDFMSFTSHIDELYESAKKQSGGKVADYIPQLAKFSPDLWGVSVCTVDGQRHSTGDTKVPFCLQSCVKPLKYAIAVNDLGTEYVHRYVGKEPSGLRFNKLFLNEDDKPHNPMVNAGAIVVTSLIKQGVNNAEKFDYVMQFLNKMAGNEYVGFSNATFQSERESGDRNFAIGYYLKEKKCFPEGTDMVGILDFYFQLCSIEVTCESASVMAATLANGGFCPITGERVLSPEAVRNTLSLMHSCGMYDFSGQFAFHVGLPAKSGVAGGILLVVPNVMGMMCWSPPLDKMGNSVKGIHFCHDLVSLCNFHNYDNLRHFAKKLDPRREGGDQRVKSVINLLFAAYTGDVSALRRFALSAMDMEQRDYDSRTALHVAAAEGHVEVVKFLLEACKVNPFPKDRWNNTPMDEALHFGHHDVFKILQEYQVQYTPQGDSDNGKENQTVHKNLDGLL
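hKGA; 45 mM KH2PO4 pH 8.2 + 0.02% Tween-20; cpd via pin tool; 1 mM Gln soln; GluOx/HRP/Amplex Red; RT 30 min; fluor. t0 & final.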
BAZ2B block = BAZ2B (human) inhibition | 4.4% of 360,000 active | Potency, µM (top dose mostly 114 µM), for the others: at the highest dose activity change, negative = inhibition, hits mostly inhibitors | AlphaScreen BAZ2B-H3K14Ac peptide displacement | Q9UIF8; note: potency is the fitted concentration of half-maximal effect; % is set by controls: 0 for no effect and ±100 for the full control effect; nearly all actives have a fitted effect of over 60% in size
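Protein-peptide AlphaScreen: BAZ2B 50 nM, b-H3K14Ac 50 nM, 1x PBS pH 7.4 + 0.01% Tween-20. Preincubation 30 min RT; cpd 30 min RT (top 110 uM); beads 20 min RT, light-protected.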
G9a inh = G9a (human) methyltransferase inhibition; Q96KQ7; G9a H3K9 monomethylation, AlphaScreen, 2 h; Potency, µM (top dose mostly 102 µM), for inactives: at the top dose activity, negative = inhibition, most hits filed as inhibitors; 8.8% of 350,000 active; note: potency is the fitted concentration of half-maximal effect; % is set by controls: 0 for no effect and ±100 for the full control effect; nearly all actives have a fitted effect of over 75% in size
Target sequence (Q96KQ7 913-1193 limits assumed): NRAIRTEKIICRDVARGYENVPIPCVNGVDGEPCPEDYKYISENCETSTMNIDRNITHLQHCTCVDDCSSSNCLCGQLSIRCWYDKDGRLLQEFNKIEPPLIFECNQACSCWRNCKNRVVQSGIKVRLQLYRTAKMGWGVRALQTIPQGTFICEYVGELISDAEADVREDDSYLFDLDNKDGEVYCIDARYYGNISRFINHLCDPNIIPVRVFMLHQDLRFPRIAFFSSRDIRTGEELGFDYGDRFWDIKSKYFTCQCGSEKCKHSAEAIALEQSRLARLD
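AlphaScreen detection with an anti-monomethyl H3K9 antibody quantified product after a 2 h room-temperature reaction containing 500 nM biotinylated H3K9 peptide, 20 µM SAM and 20 nM enzyme, which had been preincubated 15 min with compound.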
ERG Ets-DNA blk = blocks human ERG Ets domain binding to DNA; fluorescence polarization, His-ERG Ets domain / labelled DNA; 0.028% of 370,000 active; Potency, µM (titrated, usually from 76.9 µM), without a hit: top-dose FP activity, negative = inhibition, hits mostly inhibitors; active = well fitted inhibition curve with a large enough effect in the polarisation, with a control signal flat; inconclusive = small, poorly fitted or top-dose-only effect, or effect the other way, or a change in a side signal; inactive = no such curve, though single readings can be large or run the other way; the % refers to the polarisation;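 note: polarization taken with two DNA probes labelled with fluorescein and Texas red; potency is the fitted concentration of half-maximal effect; % of control where 0% means no effect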
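His-tagged ERG Ets domain (1 uM in the protein solution; 300mM KCl, 50mM Tris-HCl, 1mM EDTA, 1mM DTT, pH 7.5) received compound, then a probe mix of 5 nM fluorescein-DNA and 100nM Texas-615-DNA. Fluorescence polarization was read for both dyes.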
HP1b binding inh = inhibitors of HP1-beta chromodomain binding to methylated histone tails; P83916; AlphaScreen HP1-beta / biotin-H3K9me3 peptide binding; Potency, µM (series often up to 114 µM), inactives show at the highest dose activity change, negative = inhibition, most hits filed as inhibitors; 0.56% of 390,000 active; note: potency is the fitted concentration of half-maximal effect; nearly all actives have a fitted effect of over 70% in size; inactives centre near 23
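HP1-beta protein (50 nM final) preincubated 30 min at room temperature with biotinylated H3(1-18)K9me3 peptide (50 nM) in PBS pH 7.4, 0.01% Tween-20, then compound added for 30 min. AlphaScreen streptavidin donor/nickel chelate acceptor beads (10 ug/mL final), 30 min dark, luminescence read.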
Pin1 inh = human Pin1 inhibition; 0.009% of 390,000 active; AID 504891; Pin1 FP peptide displacement, HiFluor488, 10 min; Potency, µM (series often up to 115 µM), inactives show at the top dose activity, negative = inhibition, usual class: inhibitors; Q13526; active = well fitted inhibition curve with a large enough effect in the polarisation, with a control signal flat, not every such curve was filed as active; inconclusive = small, poorly fitted or top-dose-only effect, or effect the other way, or a change in a side signal; inactive = no such curve, though single readings can be large or run the other way; the % refers to the polarisation; note: potency is the fitted concentration of half-maximal effect; % is set by controls: 0 for no effect and ±100 for the full control effect
Target sequence (Q13526 whole entry, looked up): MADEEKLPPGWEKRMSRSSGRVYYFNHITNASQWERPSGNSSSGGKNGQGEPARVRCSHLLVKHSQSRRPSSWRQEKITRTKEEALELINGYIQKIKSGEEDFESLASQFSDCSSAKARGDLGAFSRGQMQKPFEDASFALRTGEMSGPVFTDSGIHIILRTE
JMJD2A Tudor inh = inhibitors of human JMJD2A Tudor domain; O75164; AlphaScreen JMJD2A-Tudor / H3K4me3 peptide binding; 4.4% of 390,000 active; Potency, µM (top dose mostly 114 µM), without a hit: top-dose activity change, negative = inhibition, actives largely listed as inhibitors; note: potency is the fitted concentration of half-maximal effect; % is set by controls: 0 for no effect and ±100 for the full control effect; nearly all actives have a fitted effect of over 50% in size
Tb PGK inh = T. brucei PGK inhibition. PGK/GAPDH coupled, Kinase-Glo luminescence, 60 min. 0.043% of 380,000 active. Potency, µM (titrated, usually from 57.5 µM), without a hit: top-dose activity change, negative = inhibition, usual class: inhibitors. P07378; note: potency is the fitted concentration of half-maximal effect; % is set by controls: 0 for no effect and ±100 for the full control effect; nearly all actives have a fitted effect of over 60% in size
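Recombinant glycosomal PGK reaction used 1,3-bisphosphoglycerate generated in-well by GAPDH (100nM final) in 100mM TEA pH 7.6, 5mM MgCl2, 0.01% Tween-20. After 60 minutes at room temperature, ATP was read by Kinase-Glo Plus luminescence end-point.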
PI4K2A block = blocks human PI4K2A kinase activity. purified PI4K2A, ADP-Glo luminescence, 1 h; hits give low values. activity change, negative = inhibition, % at 76.9 µM. 0.13% of 420,000 active. AID 1346378; in the data active = activity change below about -50%; inconclusive = mostly about -30% to -49%;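 note: -100% = wells without enzyme as full effect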
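PI4K2A activity was measured by ADP-Glo luminescence: enzyme (4 ug/mL stock) and phosphatidylinositol (1.2 mM stock) in Tris pH 7.5/MgCl2/EGTA/Triton X-100 buffer were reacted with ATP (300 microM stock) for one hour at ambient temperature.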
An asterisk follows results filed as active; i = inactive; ? = inconclusive; . = not tested or not shown; [ ] = dose if it differs, or a comment. Unless noted, calls come from the whole dose curve; as a rule, active = well fitted curve in the direction sought with a large enough effect; inconclusive = small, poorly fitted or top-dose-only effect, or another doubt; inactive = no such curve, though single readings can be large; an effect the other way counts as inactive or inconclusive.

SMILES	GLS inhibitor	BAZ2B block	G9a inh	ERG Ets-DNA blk	HP1b binding inh	Pin1 inh	JMJD2A Tudor inh	Tb PGK inh	PI4K2A block
CCn1cc(C(=O)NC(C)C23CC4CC(CC(C4)C2)C3)cn1 (stereo unspecified)	18%	-4%	24%[59 µM]	-6%	12%	-8%	-11%	-9%	0
COc1cccc(NC(=O)Cn2nc(-c3ccncc3)ccc2=O)c1	14%	-7%	13%[59 µM]	-1%	11%[57 µM]	1%	-6%	4%	1
Cc1ccc(-c2cc(-c3coc4ccccc4c3=O)c3c(n2)-c2cc(Cl)ccc2OC3)cc1	7%	-17%	-32%[59 µM]	3%	3%	3%	-8%	i	-5
CC(C)CC(=O)NC(=S)Nc1ccc(NC(=O)c2cccs2)cc1	4%	-35%	?	5%	33%	0%	1%	-5%	-1
Cc1nc(=O)c(-c2ccccc2)c(C)n1-c1ccccc1Cl	-1%	.	.	-11%	43%[activator]	-3%	-12%	-2%	0
CCn1c(=O)c2cc(C(=O)NCCN(C)C)sc2c2ccccc21	3%	-15%	?	-4%	-3%	-2%	?	9%	-1
N#CC(c1ccc(F)cc1)c1ccc(C(=O)c2ccc(F)cc2)cc1 (stereo unspecified)	-1%	10%	22%	-4%	81%[activator]	6%	23%	0%	-1
O=C(Nc1ccccc1)c1cccc(N2C(=O)C3C4C=CC(C4)C3C2=O)c1 (stereo unspecified)	-12%	-1%	.	8%	37%[activator]	-5%	3%	-2%	2
Cc1[nH][nH]c(=O)c1N=Nc1ccccc1	41%[activator]	?	50µM*	-1%	3%	-2%	-17%[57.1 µM]	0%	-7
CC(=O)Nc1cc([N+](=O)[O-])ccc1OCc1ccccc1	1%	.	.	8%	34%	2%	-6%	0%	4
Cc1cc(NS(=O)(=O)c2ccc(NC(=O)CSc3nnc(-c4ccco4)n3Cc3ccco3)cc2)nc(C)n1	13%	3%	-10%[59 µM]	.	4%	5%	-24%	13%	2
NCC(c1ccc(Cl)cc1Cl)c1c[nH]c2ccccc12 (stereo unspecified)	6%	?	7%	24%	-9%	-11%	-35%	-10%	-15
COc1ccc(S(=O)(=O)N(C)C)cc1NC(=O)c1ccc2c(c1)NC(=O)C(C)S2 (stereo unspecified)	-2%	0%	14%[12.7 µM]	13%	-2%	3%	-21%	-3%	-6
COc1ccccc1NC(=O)Nc1ccc(CC#N)cc1	-2%	-2%	1%	13%	35%	1%	8%	-8%	3
Cn1cnc([N+](=O)[O-])c1Sc1n[nH]c(N)n1	7%	4%	1%	7%	45%[activator]	3%	1%	0%	1
Cc1ccc(S(=O)(=O)CCC(=O)c2ccc(F)cc2)cc1	15%	8%	126%[activator]	7%	49%[activator]	-7%	-3%	-5%	24
CN(C)S(=O)(=O)c1cccc(C(=O)NCc2ccco2)c1	-5%	-26%	?	-8%	53%[activator]	-10%	?	-7%	-3
CCCCNC(=O)C1CCN(c2nc3ccc(C)cc3[nH]2)CC1	4%	3%	-4%[59 µM]	9%	31%[57 µM]	3%	6%	3%	2
CC(=O)Oc1ccc2c(=O)c(N3C(=O)c4ccccc4C3=O)c(C)oc2c1	-8%	5%	-1%[59 µM]	-9%	32%	-1%	-13%	-5%	1
COc1ccc(-c2csc3ncn(-c4cccc(C)c4)c(=O)c23)cc1OC	-1%	-36%	.	1%	28%	0%	-26%	i	-4

An excerpt from above in order of the ERG Ets-DNA blk value, high to low.
SMILES	GLS inhibitor	BAZ2B block	G9a inh	ERG Ets-DNA blk	HP1b binding inh	Pin1 inh	JMJD2A Tudor inh	Tb PGK inh	PI4K2A block
Cc1ccc(S(=O)(=O)CCC(=O)c2ccc(F)cc2)cc1	15%	8%	126%[activator]	7%	49%[activator]	-7%	-3%	-5%	24
CN(C)S(=O)(=O)c1cccc(C(=O)NCc2ccco2)c1	-5%	-26%	?	-8%	53%[activator]	-10%	?	-7%	-3
Cc1nc(=O)c(-c2ccccc2)c(C)n1-c1ccccc1Cl	-1%	.	.	-11%	43%[activator]	-3%	-12%	-2%	0

Other compounds follow:
SMILES	GLS inhibitor	BAZ2B block	G9a inh	ERG Ets-DNA blk	HP1b binding inh	Pin1 inh	JMJD2A Tudor inh	Tb PGK inh	PI4K2A block
CCNCc1nc2cc(Cl)ccc2c(=O)[nH]1	9%	-4%	?	0%	40%[activator]	-4%	-6%	0%	0
CC(C)CC(=O)NC(=S)Nc1ccc(S(=O)(=O)N2CCCC2)cc1	-4%	-15%	14µM*	6%	-10%	0%	-20%[11.4 µM]	-3%	-3
CS(=O)(=O)c1ccc2nc(NC(=O)CS(=O)(=O)Cc3ccccc3)sc2c1	4%	6%	12%	6%	20%	0%	-17%	-4%	-1
CC(NC(=O)Oc1cccc2ccccc12)c1ccccc1 (stereo unspecified)	5%	.	.	2%	12%	6%	-5%	-5%	3
COc1ccc(Cl)cc1C(=O)NNC(=O)C1COc2ccccc2O1 (stereo unspecified)	-2%	-12%	6%	0%	-10%	0%	22µM*	-4%	5
COc1ccccc1NC(=O)C(O)C(O)C(=O)Nc1ccccc1OC (stereo unspecified)	9%	-2%	-5%[12.7 µM]	-16%	-1%	-5%	-18%[57.1 µM]	2%	3
CCCCCn1c(=O)[nH]c2cc(C(=O)NCCN3CCCCC3C)ccc2c1=O (stereo unspecified)	60%[activator]	-11%	-15%	-1%	19%	-5%	-9%	1%	-23
O=C1CC(N2CCN(C/C=C/c3ccccc3)CC2)C(=O)N1Cc1ccc(N2CCCC2=O)cc1 (stereo unspecified)	9%	-5%	-22%	-12%	26%	1%	-16%	-1%	-2
C[C@H](C(O)c1ccccc1)N(C)C(=O)CN (stereo partly specified)	-12%	-29%	18%	0%	44%[activator]	1%	7%	-7%	4
Cc1nn(Cc2ccc(C(=O)NC3CCCCC3)o2)c(C)c1Br	?	-6%	-31%[12.7 µM]	.	13%	8%	-15%	i	-2
Cc1nn(C)c(Oc2cccc(Cl)c2)c1C#N	?	8%	23%	-1%	17%	-6%	20µM*	.	-1
Cn1c(CN2CCCCC2)nc2cc(NS(=O)(=O)c3ccc(Cl)cc3)ccc21	9%	8%	-4%[12.7 µM]	6%	6%	?	-21%	.	-4
N#C/C(=C\c1ccc([N+](=O)[O-])cc1)C(=O)NCCCn1ccnc1	-3%	?	-43%[59 µM]	-5%	-9%	-4%	-16%	i	5
COc1cccc(CNC(=O)Cc2c(C)c3cc4c(C)coc4cc3oc2=O)c1	6%	-2%	?	-3%	28%	2%	-11%	10%	-1
COc1ccc(NC(=O)Cn2cc(C(C)=O)c3ccccc32)cc1	-8%	10%	10%[0.501 µM]	-4%	41%[activator]	-2%	12%	-5%	4
COc1ccc(C2C(C(=O)Nc3ccc(C)cc3C)=C(C)Nc3nc(SC)nn32)cc1OC (stereo unspecified)	9%	1%	11%[59 µM]	10%	7%	-5%	-15%	-9%	-2
Cc1cccc(CSc2ccc(S(=O)(=O)N3CCCC3)cn2)c1	-2%	54%[activator]	14µM*	-4%	141%[activator]	4%	80%[activator]	-5%	1
CC(NC(=O)CSc1nnc(CC(=O)Nc2ccc(Cl)c(Cl)c2)n1C)c1ccccc1 (stereo unspecified)	-7%	?	13µM*	2%	53%	-2%	-21%	i	-2
CN(C)NC(=S)NC1CCS(=O)(=O)C1 (stereo unspecified)	-5%	-16%	50µM*	11%	10%	6%	32µM*	-21%	-2
CCCn1nc(Oc2nc(NC(C)C)nc(N(C)C)n2)ccc1=O	?	0%	.	-2%	21%	-1%	-15%	11%	2
Cc1cccc(C)c1OCc1nnc2c3cnn(C)c3ncn12	0%	-11%	-12%[12.7 µM]	2%	15%	8%	-13%	0%	2
CCC1(C)Cc2c(sc(NC(=O)CCC(=O)O)c2C#N)CO1 (stereo unspecified)	6%	2%	?	4%	22%	2%	-5%	-5%	0
COc1cccc(-n2c(=O)c3sc4ccccc4c3n(CC(=O)Nc3ccccc3C)c2=O)c1	-11%	-13%	-32%[59 µM]	5%	8%	1%	-28%	i	7
Cc1cc(C)cc(OCC(=O)N2N=C(c3cccnc3)CC2(O)C(F)(F)F)c1 (stereo unspecified)	17%	-3%	6%	-2%	26%	-5%	-10%	3%	-1
CCOc1ccc(N(C(=O)C2CCCO2)C2C=CS(=O)(=O)C2)cc1 (stereo unspecified)	2%	-4%	6%	5%	1%	-4%	-32%	27%	-3
N#Cc1nc(-c2ccco2)oc1NCCCn1ccnc1	4%	?	?	-3%	21%	-4%	-28%	-13%	1
Cc1onc(-c2ccccc2)c1C(=O)N/N=C(\N)COc1ccc(Cl)cc1	23%	-5%	36%[12.7 µM]	0%	25%	1%	0%	-8%	-2
COc1ccc(-c2[nH]ncc2CN2CCC(C(=O)N3CCOCC3)CC2)c(F)c1	5%	0%	.	-1%	27%	-1%	-2%	-2%	1
COc1ccc(CC(=O)NNS(=O)(=O)c2ccccc2[N+](=O)[O-])cc1	-7%	-2%	-1%	4%	-6%	-8%	-19%	-3%	0
CCCCN1C(=O)C(O)(CC(=O)c2ccc(C)cc2C)c2cc(Br)ccc21 (stereo unspecified)	2%	0%	0%[59 µM]	-7%	26%	2%	-10%	12%	-1
CC(CN1CCCCC1)OC(=O)C1c2ccccc2Oc2ccccc21 (stereo unspecified)	19%	-30%	?	-6%	40%[activator]	-2%	-11%	2%	-2
COc1ccc(CNc2ncnc3c2nnn3C)cc1	3%	0%	6%[59 µM]	1%	36%	-10%	-14%	8%	-2
Cc1ccc(CNC(=O)CCC(=O)N2Cc3ccccc3Oc3ncccc32)cc1	-16%	0%[57.1 µM]	-18%[59 µM]	3%	8%	2%	-18%	-2%	-5
